Source: PubChem BioAssay
D1 potentiator: Potentiators of Human D1 Dopamine Receptor: qHTS; D(1A) dopamine receptor (Homo sapiens), P21728; AID 504651, 2011; HEK293 TREx D1 cells, calcium flux, dopamine EC20 potentiation; potentiation, % at 10 µM; hit rate 0.036% among 360,000; in the data active = potentiation above about 30%; also: 0% is about no effect
Target sequence (P21728 whole entry, looked up): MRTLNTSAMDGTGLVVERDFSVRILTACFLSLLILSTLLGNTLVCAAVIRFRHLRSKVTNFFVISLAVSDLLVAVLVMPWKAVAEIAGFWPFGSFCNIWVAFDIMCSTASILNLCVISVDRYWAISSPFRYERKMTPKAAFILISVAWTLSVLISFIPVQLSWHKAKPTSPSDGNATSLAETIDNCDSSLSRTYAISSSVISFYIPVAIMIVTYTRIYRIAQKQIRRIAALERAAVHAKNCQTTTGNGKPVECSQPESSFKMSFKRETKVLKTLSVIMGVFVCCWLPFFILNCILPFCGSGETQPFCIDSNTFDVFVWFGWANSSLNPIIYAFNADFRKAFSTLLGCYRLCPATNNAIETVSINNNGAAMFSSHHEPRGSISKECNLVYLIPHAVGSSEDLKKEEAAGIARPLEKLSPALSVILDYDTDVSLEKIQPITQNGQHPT
RXFP1 agonist: qHTS Assay for Agonists of the Relaxin Receptor RXFP1 | Relaxin receptor 1 (Homo sapiens), Q9HBX9 | hit rate 0.3% among 370,000 | AID 2676, 2010 | Potency, µM (highest dose often 57.5 µM), for inactives: at the highest dose activation, actives largely listed as activators | HEK293T-RXFP1 cAMP TR-FRET, 30 min; response scale: percent of porcine relaxin response, buffer zero; also: potency is read from the fitted curve at half-maximal effect; % is scaled to controls: 0 for no effect and ±100 for the full control effect; nearly all actives have a fitted effect of over 60% in size; many of its hits are not listed in these tables
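cAMP rise read by TR-FRET after 30 min, 37C compound exposure (up to 58 uM) in RXFP1-transfected HEK293 cells with Ro 20174 present. EC50 from Hill-equation fits, with 29 nM porcine relaxin as 100% and buffer as basal.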
D1 antag: Antagonist of Human D 1 Dopamine Receptor: qHTS | hit rate 3.2% among 360,000 | HEK293 TREx D1 cells, calcium flux, dopamine EC80; hits give low values | D(1A) dopamine receptor (Homo sapiens), P21728 | activity change, negative = inhibition, % at 10 µM; in the data active = activity change below about -30%; also: % is scaled to controls: 0 for no effect and ±100 for the full control effect
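Inducible Hek293 Trex D1 cells (tetracycline, overnight, 30 C). Calcium dye 30–90 min RT. Antagonist mode: EC80 dopamine added after 180 s compound read.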
Apoferritin bind: qHTS Assay for Identification of Novel General Anesthetics | apoferritin/1-aminoanthracene competitive binding, fluorescence | AID 485281, 2010 | hit rate 0.074% among 350,000 | Potency, µM (doses to about 77.5 µM), for the others: at the highest dose activity change, negative = displacement, usual class: inhibitors | Ferritin light chain (Equus caballus), P02791; also: potency is read from the fitted curve at half-maximal effect; % is scaled to controls: 0 for no effect and ±100 for the full control effect; nearly all actives have a fitted effect of over 20% in size
Target sequence (P02791 2-175 limits assumed): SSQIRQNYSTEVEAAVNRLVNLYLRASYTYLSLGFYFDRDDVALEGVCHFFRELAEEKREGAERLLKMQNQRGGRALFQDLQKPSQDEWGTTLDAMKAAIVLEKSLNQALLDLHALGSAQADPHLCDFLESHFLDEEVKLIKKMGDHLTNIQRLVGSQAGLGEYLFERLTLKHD
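Concentration-response curves derived by four-parameter Hill fitting of normalized fluorescence, where compounds displaced 1-AMA from 10 uM horse apoferritin following a brief 10 min room-temperature incubation; propofol titration acted as positive control.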
D1 agonist: Allosteric Agonists of the Human D1 Dopamine Receptor: qHTS. D(1A) dopamine receptor (Homo sapiens), P21728. HEK293 T-REx D1 cells, calcium flux, agonist mode. activation, % at 2 µM. hit rate 1% among 360,000; in the data active = activation above about 30%; also: 0% is about no effect
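Inducible HEK293 T-REx D1 cells, force-coupled to calcium signalling, were plated at 4000 cells/well with tetracycline and held overnight at 30 C. After no-wash calcium dye loading, compound-evoked calcium rise over 180 s flagged agonists.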
TRHR enhancer: qHTS for Small Molecule Agonists and Allosteric Enhancers of Human TRH Receptor: Primary Screen for Enhancers; hit rate 0.66% among 360,000; AID 493056, 2011; enhancement, % at 2 µM; TRHR cells, fluo-8 calcium fluorescence, EC20 TRH enhancement; Thyrotropin-releasing hormone receptor (Homo sapiens), P34981; in the data active = enhancement above about 30%; also: 0% is about no effect
Target sequence (P34981 whole entry, looked up): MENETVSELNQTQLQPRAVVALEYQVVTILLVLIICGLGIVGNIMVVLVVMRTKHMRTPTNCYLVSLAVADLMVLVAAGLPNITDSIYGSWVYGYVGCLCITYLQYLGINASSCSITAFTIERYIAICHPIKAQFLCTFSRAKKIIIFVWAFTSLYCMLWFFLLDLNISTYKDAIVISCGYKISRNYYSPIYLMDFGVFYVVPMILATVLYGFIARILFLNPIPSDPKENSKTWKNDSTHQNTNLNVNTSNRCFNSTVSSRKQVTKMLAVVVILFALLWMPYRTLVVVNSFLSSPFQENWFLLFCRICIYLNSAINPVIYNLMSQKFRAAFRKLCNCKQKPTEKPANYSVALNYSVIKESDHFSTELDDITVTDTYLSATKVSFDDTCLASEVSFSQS
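Enhancer read-out: after compound pinning and an initial kinetic agonist-mode read, an EC20 of TRH (10 nM final) was injected and fluo-8 calcium signal (Ex 480/Em 530) followed at 1 s/cycle for 100 cycles in TRHR-expressing cells.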
TRHR ag: qHTS for Small Molecule Agonists and Allosteric Enhancers of Human TRH Receptor: Primary Screen for Agonists; TRHR cells, calcium flux fluo-8, FDSS agonist mode; hit rate 0.18% among 360,000; AID 493084, 2011; activation, % at 2 µM; in the data active = activation above about 30%; also: 0% is about no effect
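Steps: seed TRHR cells overnight; add fluo-8 no-wash Ca dye, RT 30 min–1.5 h; record 10 s baseline; pin-transfer compounds; monitor fluorescence 1 cycle/s for the agonist window. Calcium increases flag candidate agonists.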
RXFP1 antagonist: qHTS Assay for Antagonists of the Relaxin Receptor RXFP1; Relaxin receptor 1 (Homo sapiens), Q9HBX9; HEK293-RXFP1, relaxin-stimulated cAMP HTRF, 30 min; hits give low values; activity change, negative = inhibition, % at 57.5 µM; hit rate 0.59% among 350,000; AID 1259400, 2018;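 active = activity change of -60% or lower, but not beyond a set lower limit; inconclusive = change between -60% and -40%, or beyond the set limit; inactive = change above -40%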; also: % is scaled to controls: 0 for no effect and ±100 for the full control effect
D2 PAM: HTS Assay for Positive Allosteric Modulators of the Human D2 Dopamine Receptor: Primary Screen for Potentiators | D(2) dopamine receptor (Homo sapiens), P14416 | hit rate 0.34% among 340,000 | AID 485347, 2010 | HEK293 T-REx D2, calcium flux, EC20 dopamine potentiation | potentiation, % at 10 µM;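 active = potentiation over 3 SD above the plate norm, cut at about 30% in these data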; also: 0% is about no effect
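Cells plated with tetracycline inducer and held overnight at 30 C; calcium dye loaded 30–90 min at room temperature; baseline taken, compound added and read 180 s; EC20 dopamine then added and read 180 s.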
* marks the source's active call; other numbers are inactive results; ? = inconclusive; · = no result given; [ ] = dose if it differs, or a comment. Unless noted, calls follow the shape of the dose curve; as a rule, active = well fitted curve in the direction sought with a large enough effect; inconclusive = small, poorly fitted or top-dose-only effect, or another doubt; inactive = no such curve, though single readings can be large; an effect the other way counts as inactive or inconclusive. This is a subset, so the mix of outcomes need not match the whole.

Each structure is followed by: D1 potentiator	RXFP1 agonist	D1 antag	Apoferritin bind	D1 agonist	TRHR enhancer	TRHR ag	RXFP1 antagonist	D2 PAM
Cc1nc(SCC(=O)Nc2ccc(C)c(Cl)c2)cc(-c2ccccc2)n1
  0	-1.3%	-4	?	0	-6	-1.1	-36	-17
O=C(NNc1nc2c(F)cc(F)cc2s1)C1COc2ccccc2O1 (stereo not given)
  2	-2.6%	0	-8%	1	-7	0.0	-1	8
O=C(O)C1CC=CCC1C(=O)Nc1ccccc1 (stereo not given)
  0	-0.2%	8	-20%	4	3	-0.1	19	-8
Cc1ccc(-n2ncc3c(SCc4cccnc4)ncnc32)c(C)c1
  -10	1.5%	-26	-10%	11	-2	0.5	-26	-1
CC(C)c1nc(-c2c(N)n(C)c(=O)n(C)c2=O)sc1C(=O)C(C)(C)C
  0	0.4%	6	-3%	2	0	0.0	-5	5
CCOC(=O)C1=NN(c2ccccc2)C(=O)C1
  1	-4.2%	-2	6%	13	-6	-0.8	1	8
O=C(CCN1C(=O)c2ccccc2S1(=O)=O)Nc1cccc(F)c1
  4	-0.2%	-8	·	10	4	0.3	-19	0
CCc1nc(SCC(=O)Nc2cc(OC)ccc2OC)c2c(C)c(C)sc2n1
  -3	3.0%	-3	-3%	6	-1	0.5	-9	-11
CCOC(=O)c1cnc2cc(C)nn2c1-c1ccccc1
  -8	4.2%	30	-13%	2	8	0.0	0	-3
Cc1cccc(N2CCN(C(=O)c3ccc(CS(=O)(=O)c4ccccc4C)o3)CC2C)c1 (stereo not given)
  -4	4.0%	-7	-10%	2	0	-1.1	1	5

Overlap with the part before: 2 entries; new compounds follow.
Each structure is followed by: D1 potentiator	RXFP1 agonist	D1 antag	Apoferritin bind	D1 agonist	TRHR enhancer	TRHR ag	RXFP1 antagonist	D2 PAM
CCOC(=O)c1cnc2cc(C)nn2c1-c1ccccc1
  -8	4.2%	30	-13%	2	8	0.0	0	-3
Cc1cccc(N2CCN(C(=O)c3ccc(CS(=O)(=O)c4ccccc4C)o3)CC2C)c1 (stereo not given)
  -4	4.0%	-7	-10%	2	0	-1.1	1	5
Cc1cccc(N(C)C(=O)C2CCC(CNS(=O)(=O)c3cccc4nsnc34)CC2)c1 (stereo not given)
  5	3.7%	-14	-19%	5	-2	-0.2	-6	2
CCCCn1c(C(C)NC(=O)CC)nc2ccccc21 (stereo not given)
  -7	-0.1%	-7	-1%	0	-2	-0.4	-8	5
COc1cccc(CNC(=O)c2ccc3c(c2)nc2n3CCOC2)c1OC
  1	5.6%	1	-1%	1	27	0.5	-1	8
Cn1c(Sc2ccc([N+](=O)[O-])cc2C(F)(F)F)nnc1-c1ccccc1
  -6	1.0%	-8	?	0	-9	0.0	-10	5
Cc1ccccc1N=Nc1c(O)n(C)c2ccccc12
  -4	0.5%	-39*	-13%	5	-7	0.9	12	-19
Cc1ccc(NC(=O)CCNS(=O)(=O)c2cccc3nonc23)cc1
  8	0.2%	-6	-3%	-1	3	0.1	8	26
O=C(O)/C=C/C(=O)NCCc1ccc(Cl)cc1
  7	-0.5%	5	4%	2	-1	1.0	5	-7
O=C(O)CN1C(=O)/C(=C\c2cccc(OCc3ccc(Cl)cc3)c2)SC1=S
  0	-1.3%	7	?	2	2	-0.3	-5	-6
NS(=O)(=O)c1ccc(CCNc2cc(=O)n(Cc3ccc(F)cc3)c(=O)[nH]2)cc1
  -2	1.6%	5	-10%	5	0	0.3	6	-3
CC1Oc2ccccc2N(CC(=O)Nc2ccc(F)cc2)C1=O (stereo not given)
  -9	0.8%	3	-11%	6	1	0.5	7	-14
CC(C)c1nnc(NC(=O)CCS(=O)(=O)Cc2ccccc2)s1
  6	1.7%	2	-3%	4	-3	0.8	17	2
CCOC(CCn1c(SCC(=O)NC2CCCC2)nc2ccccc2c1=O)OCC
  -7	0.4%	-1	-6%	2	1	0.7	0	-1
CCN(CCNC(=O)C1CCCN(Cc2nc(-c3ccc(OC)cc3)oc2C)C1)c1ccccc1 (stereo not given)
  4	-0.3%	0	-2%	-1	10	-0.9	-31	5
COc1ccc(NCC(=O)N/N=C2\CCc3ccccc32)cc1
  6	-0.3%	-18	?	1	-1	-0.5	8	1
Cc1nc(C)c(C(=O)O)c(-c2cccs2)c1C(=O)O
  -1	0.0%	-4	-1%	2	19	-0.1	0	1
CCc1cc(-c2n[nH]c(C)c2-c2nc3ccccc3n2C)c(O)c(CN2CCN(C)CC2)c1O
  -1	0.1%	4	?	3	2	0.0	-17	-13
O=C(NC(=S)NC1CCN(Cc2ccccc2)CC1)c1ccc(F)cc1
  5	-1.5%	2	-11%	-2	6	-0.2	-20	18
COc1ccccc1N1CCN(C2CCN(C(=O)c3cc(OC)c(OC)c(OC)c3)CC2)CC1
  2	0.6%	2	5%	1	0	0.0	-14	-16
COc1cc2c(cc1NC(=O)CCCCCN1C(=O)CCC1=O)oc1ccccc12
  -7	-0.8%	-15	?	0	0	-0.9	20	1
Cc1cccc(C(=O)NNC(=O)c2ccc(Br)cc2)c1
  1	0.5%	-5	-3%	2	5	0.2	-11	5
CCCn1c(=O)c2c(nc3n2CCN3Cc2ccco2)n(C)c1=O
  -2	3.0%	18	-6%	6	1	-0.4	19	6
Cc1cc(=O)oc2cc(OCC(=O)OCC(=O)Nc3ccccc3Br)ccc12
  -2	0.7%	-3	-4%	7	-2	23	-2	7
Cc1ccccc1NC(=O)Cc1nc(COC(=O)c2cc(Cl)ccc2O)cs1
  1	2.8%	0	-23%	6	-4	0.5	0	13
O=C(O)C1C2C=CC(C2)C1C(=O)NCc1ccc2c(c1)OCO2 (stereo not given)
  6	-1.4%	-3	?	3	-2	0.6	-4	7
CCSc1ncc(Cl)c(C(=O)Nc2c(C(=O)c3ccc(C)c(F)c3)oc3ccccc23)n1
  -2	-0.9%	-7	-15%	1	0	-0.3	·	-1
Nc1cc(C(=O)OCC(=O)NCc2ccco2)ccc1Cl
  -2	1.7%	11	-10%	2	-1	0.6	-4	-3
COc1ccccc1NC(=O)COC(=O)CCc1ccc(S(=O)(=O)N2CCOCC2)cc1
  0	0.5%	6	·	5	10	0.3	3	-3
C=CCn1c(SCc2cccc(OC)c2)nnc1-c1ccncc1
  1	1.4%	1	-6%	3	-1	-0.3	4	1
CCCCn1c(N)c(N(CC(C)C)C(=O)c2cc(C)nc3ccccc23)c(=O)[nH]c1=O
  10	-1.3%	-1	·	-1	-6	-0.8	-3	-10
Cc1ccc(C)n1-c1ccc(C(=O)O)cc1
  0	3.1%	6	-4%	1	6	0.6	·	18
COC(=O)[C@H](C)NC(=O)Nc1ccc(OC(F)(F)F)cc1
  3	-0.1%	2	-13%	1	15	0.0	7	-5
Cc1ccc(CS(=O)(=O)Cc2ccc(C(=O)NCc3ccccn3)o2)cc1
  -2	-0.6%	3	0%	0	12	0.0	-5	1
CC(C(=O)N1CCc2ccccc21)N1CCN(c2ccccn2)CC1 (stereo not given)
  1	-2.9%	10	-13%	1	-12	0.0	-7	5
Cc1nc(-c2coc3cc(O)c(C)cc3c2=O)cs1
  -1	-2.7%	-51*	2%	-2	-7	0.6	-20	0
CCOC(=O)c1ccc(NC(=O)Cn2nnc(-c3ccccc3F)n2)cc1
  1	0.3%	2	-2%	3	-8	0.2	-4	-1
CC1CN(C(=O)CCc2cc(C(C)(C)C)c(O)c(C(C)(C)C)c2)CC(C)O1 (stereo not given)
  4	0.1%	12	-12%	0	0	0.1	-3	5
O=C(O)Cn1cnc2sc3c(c2c1=O)CCCC3
  -3	0.9%	-19	-5%	1	4	0.3	10	·
O=C(C1CCN(S(=O)(=O)c2cccc3cccnc23)CC1)N1CCCCC1
  3	1.2%	-1	-4%	4	-4	-0.1	6	3
COc1ccc(S(=O)(=O)NN(C)C)cc1N(C)S(=O)(=O)c1ccc(Cl)cc1
  -5	-0.3%	8	-7%	3	-4	0.0	·	·
Cn1cccc1/C=N/NC(=O)c1ccncc1
  4	0.7%	-7	4%	2	-1	0.0	-17	-10
NC(=O)c1ccsc1NC(=O)CS(=O)(=O)c1ccc(Cl)cc1
  -8	0.5%	-4	-13%	7	-3	-0.5	1	0
CCOC(=O)Cn1c(CN2CCc3ccccc3C2)nc2c1c(=O)n(C)c(=O)n2C
  -5	5.7%	-25	1%	2	-6	-0.1	-1	2
CC1(C)Cc2cccc(Oc3cc(NN4CCCCC4)c([N+](=O)[O-])cc3[N+](=O)[O-])c2O1
  -3	0.2%	-4	-12%	2	-3	-0.1	·	-4
Cc1ccc(C)c(NC(=O)c2ccc3c(c2)CCN3S(C)(=O)=O)c1
  3	-6.7%	-18	-12%	0	3	-1.6	1	1
CCOC(=O)c1nn(-c2ccc(F)cc2)c(=O)cc1OCC(=O)N1CCN(c2ccccc2)CC1
  -6	0.3%	2	·	6	-11	0.2	-19	11
CN(C)c1ccnc(N(Cc2ccccc2)Cc2ccccc2)c1C#N
  -3	2.5%	·	63%[activator]	10	12	3.9	-3	7
CCN(C(=O)COC(=O)c1cccn1C)C1CCS(=O)(=O)C1 (stereo not given)
  0	-0.1%	3	-1%	-1	10	0.7	-4	15
CC(C)(C)c1ccccc1OCC(=O)NCCCn1ccnc1
  -5	-0.9%	1	-4%	5	9	-0.2	-8	-5
Cc1ccc(C(=O)Oc2ccccc2C(=O)N2CCOCC2)cc1
  -5	-1.6%	-4	2%	1	2	0.3	-15	-5
COc1cc(C(=O)OCc2cccc(S(=O)(=O)N3CCOCC3)c2)ccc1OCC(C)C
  8	0.3%	2	·	2	0	0.5	1	1
